Assay outcomes (PubChem BioAssay)
Vif-APOBEC3G blk – Vif-A3G binding inhibition | Q9HC16 | HeLa A3G-eYFP + Vif (tagged APOBEC3G with the HIV-1 protein that degrades it), YFP fluorescence, overnight | Potency, µM (highest dose often 46.1 µM), inactives show at the top dose activity, negative = active, usual class: inhibitors | 0.076% of 410,000 active | AID 602310;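 further: potency means the concentration at half of the fitted maximal effect; on the % scale 0 is the no-effect control and ±100 the full control effect; nearly all actives have a fitted effect of over 60% in size; hits raise eYFP signal because A3G escapes Vif-driven loss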
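HeLa cells stably expressing Vif and C-terminally eYFP-tagged A3G, seeded overnight at 37 deg C, then exposed to compound by pintool overnight at 37 deg C. Rise in yellow fluorescence (Ex 488/Em 500-530, Acumen) marks blocked Vif-driven A3G degradation.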
D1 antagonist – antagonists of human D1 dopamine receptor; HEK293 TREx D1 cells, calcium flux, dopamine EC80; active compounds read low; activity change, negative = inhibition, % at 10 µM; 3.2% of 360,000 active; in the data active means activity change below about -30%; further: on the % scale 0 is the no-effect control and ±100 the full control effect
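Tetracycline-induced HEK293 T-REx cells with force-coupled D1 receptor were loaded with a no-wash calcium dye. Compound was added after a 10 s baseline and read kinetically for 180 s; EC80 dopamine was then added and calcium flux followed another 180 s.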
GRP78 ERSR act – induces the endoplasmic reticulum stress response in human glioma cells; U87-MG GRP78 promoter luciferase reporter, 16 h; Potency, µM, inactives show at the highest dose activation, hits mostly activators; 0.02% of 420,000 active; AID 602332; further: potency means the concentration at half of the fitted maximal effect; series mostly up to about 76 µM; % of control where 0% means no effect; nearly all actives have a fitted effect of over 35% in size
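Stably transfected U87-MG human glioma cells carrying a GRP78-based luminescent sensor were seeded at 1000 cells/well, pin-dosed with compounds and incubated 16 h. Luciferase reagent was then added, and end-point luminescence was read after 10 min at room temperature.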
D1 agonist – human D1 receptor agonism | 1% of 360,000 active | activation, % at 2 µM | AID 504660 | HEK293 T-REx D1 cells, calcium flux, agonist mode | P21728; in the data active means activation above about 30%; further: 0% is about no effect
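Tetracycline-induced HEK293 TREx D1 cells, force-coupled to calcium signalling, were dye-loaded with a no-wash calcium kit. Compound was pin-added after a 10 s baseline. Fluorescence was read kinetically at 1 cycle/s for 180 s, with calcium rises flagged as agonism.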
RXFP1 agonist – agonists of human relaxin receptor RXFP1. Q9HBX9. HEK293T-RXFP1 cAMP TR-FRET, 30 min; response scale: percent of porcine relaxin response, buffer zero. Potency, µM (series often up to 57.5 µM), for inactives: top-dose activation, actives largely listed as activators. 0.3% of 370,000 active; further: potency means the concentration at half of the fitted maximal effect; on the % scale 0 is the no-effect control and ±100 the full control effect; nearly all actives have a fitted effect of over 60% in size; many of its hits are not listed in these tables
Target sequence (Q9HBX9 whole entry, looked up): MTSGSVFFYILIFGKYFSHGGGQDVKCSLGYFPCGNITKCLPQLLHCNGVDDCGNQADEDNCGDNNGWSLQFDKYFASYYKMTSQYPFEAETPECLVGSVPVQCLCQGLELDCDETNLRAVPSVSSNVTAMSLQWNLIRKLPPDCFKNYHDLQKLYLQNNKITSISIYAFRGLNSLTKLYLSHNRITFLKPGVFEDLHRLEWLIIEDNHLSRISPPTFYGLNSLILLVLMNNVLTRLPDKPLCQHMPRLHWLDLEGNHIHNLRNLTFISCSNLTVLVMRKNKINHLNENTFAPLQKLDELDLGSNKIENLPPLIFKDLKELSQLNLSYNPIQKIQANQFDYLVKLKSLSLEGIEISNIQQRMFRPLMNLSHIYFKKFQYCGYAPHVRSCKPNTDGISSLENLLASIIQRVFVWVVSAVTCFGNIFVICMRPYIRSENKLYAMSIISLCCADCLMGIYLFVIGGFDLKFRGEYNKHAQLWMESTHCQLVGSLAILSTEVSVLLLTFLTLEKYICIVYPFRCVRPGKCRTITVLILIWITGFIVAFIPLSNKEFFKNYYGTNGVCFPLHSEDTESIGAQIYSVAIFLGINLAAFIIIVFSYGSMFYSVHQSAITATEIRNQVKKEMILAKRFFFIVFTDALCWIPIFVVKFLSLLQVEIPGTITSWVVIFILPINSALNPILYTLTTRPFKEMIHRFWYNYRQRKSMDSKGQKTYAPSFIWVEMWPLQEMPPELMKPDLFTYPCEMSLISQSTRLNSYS
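cAMP rise read by TR-FRET after 30 min, 37C compound exposure (up to 58 uM) in RXFP1-transfected HEK293 cells with Ro 20174 present. EC50 from Hill-equation fits, with 29 nM porcine relaxin as 100% and buffer as basal.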
Vif-APOBEC3F blk – blocks the Vif interaction with APOBEC3F | Potency, µM (titrated, usually from 46.1 µM), for the others: at the top dose activity, negative = active | AID 602313 | 0.2% of 390,000 active | HeLa A3F-eYFP + Vif (tagged APOBEC3F with the HIV-1 protein that degrades it), YFP fluorescence increase; further: potency means the concentration at half of the fitted maximal effect; % of control where 0% means no effect; nearly all actives have a fitted effect of over 65% in size
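HeLa cells stably expressing Vif plus C-terminally eYFP-tagged A3F were seeded, incubated overnight at 37 deg C, dosed with compound, incubated overnight again at 37 deg C. Yellow fluorescence (Ex 488/Em 500-530) reported blocked Vif-mediated A3F-eYFP degradation.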
LDHA block – inhibitors of human lactate dehydrogenase A | P00338 | purified LDHA, NADH/diaphorase-resazurin fluorescence; active compounds read low | activity change, % (values are at about 110 or 230 µM) | 0.15% of 480,000 active; in the data active means activity change below about -30%; inconclusive means mostly about -25% to -30%;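 further: plate controls were DMSO wells for no effect and wells without enzyme for full effect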
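Remaining NADH was detected by diaphorase (0.133 mg/mL) converting 37 µM resazurin to fluorescent resorufin, read at 0 and 20 minutes. The preceding 5-minute room-temperature reaction used 2 nM LDHA, 0.2 mM sodium pyruvate and 0.06 mM NADH at pH 7.4.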
D2 potentiator – positively modulates the human D2 dopamine receptor allosterically. potentiation, % at 10 µM. 0.34% of 340,000 active. HEK293 T-REx D2, calcium flux, EC20 dopamine potentiation. P14416;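 active means potentiation over 3 SD above the plate norm, cut at about 30% in these data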; further: 0% is about no effect
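Using a no-wash calcium dye in inducible, force-coupled HEK293 Trex cells expressing D2, we tracked fluorescence each second for 180 s after compound, then for 180 s after EC20 dopamine to detect augmented signalling.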
D1 potentiator – human D1 dopamine receptor positive modulation | AID 504651 | P21728 | 0.036% of 360,000 active | HEK293 TREx D1 cells, calcium flux, dopamine EC20 potentiation | potentiation, % at 10 µM; in the data active means potentiation above about 30%; further: 0% is about no effect
Numbers without * were called inactive; ? = inconclusive; / = no result given. Unless noted, the call rests on the fitted dose curve; in most records, active means well fitted curve in the direction sought with a large enough effect; inconclusive means small, poorly fitted or top-dose-only effect, or another doubt; inactive means no such curve, though single readings can be large; an effect the other way counts as inactive or inconclusive. Not all compounds are listed; the hit share may differ from the screen's.

SMILES	Vif-APOBEC3G blk	D1 antagonist	GRP78 ERSR act	D1 agonist	RXFP1 agonist	Vif-APOBEC3F blk	LDHA block	D2 potentiator	D1 potentiator
Cc1cc(Nc2ccc(C(=O)O)cc2)nc(N)n1	-3.8%	-17.0	-10.2%	1.0	0.4%	-1.1%	-5.0	/	-3.0
Cn1c(C(=O)N2CCCC(C(=O)NCCc3ccccc3)C2)cc2sccc21 (stereo not drawn)	0.1%	0.5	-1.7%	0.3	-4.3%	-0.8%	1.8	8.0	-7.4
COc1ccc(C(=O)CC(c2ccccc2)C2C(=O)CCCC2=O)cc1 (stereo not drawn)	-4.2%	-11.3	-3.4%	-0.2	0.0%	0.9%	-0.7	-0.2	1.6
NS(=O)(=O)c1ccc(NC(=O)CN2CCCN(S(=O)(=O)c3ccc(F)cc3)CC2)cc1	2.6%	-4.2	-3.1%	0.4	-0.3%	2.1%	-4.2	-14.6	-2.2
O=C(Cn1ncc2c3ccccc3n(Cc3ccc(F)cc3)c2c1=O)NCCC1=CCCCC1	-8.7%	8.8	-2.8%	4.1	0.5%	3.4%	-3.9	9.0	4.7
C=CCn1c2ccccc2c2nnc(SCc3ccc4nonc4c3)nc21	-0.3%	10.5	1.1%	1.2	2.1%	-1.5%	-1.1	/	-0.9
CC12CCC(=O)C=C1C(F)CC1C2C(O)CC2(C)C1CCC2(O)C(=O)CO (stereo not drawn)	1.0%	/	1.8%	/	/	-12.3%	-0.1	/	/
O=c1[nH]c(C2CCN(S(=O)(=O)c3cccc(Cl)c3)CC2)nc2c1nnn2Cc1ccccc1	-11.4%	1.7	-4.9%	-0.4	-0.3%	-26.2%	3.5	-4.3	-2.3
Cc1ccc(C)c(NS(=O)(=O)c2cc(C(=O)N3CCc4ccccc4C3)ccc2Cl)c1	2.9%	-5.3	-6.0%	5.6	-4.4%	1.2%	-3.6	-3.7	-1.5
COc1ccccc1Nc1nc(NCCO)nc(N)c1[N+](=O)[O-]	-0.3%	-9.5	-4.4%	1.5	2.6%	5.8%	-0.1	2.6	-14.1
Cc1cccc(N(CC(O)CN2CCOCC2)S(=O)(=O)c2ccccc2)c1 (stereo not drawn)	2.2%	-3.1	0.1%	1.0	3.4%	2.1%	-6.0	4.2	7.5
CCc1ccc(OCC(=O)Nc2cc3oc4ccccc4c3cc2OC)c(Br)c1	-2.5%	10.1	-1.2%	1.1	-0.6%	2.0%	-7.5	4.4	-2.5
CCC1Oc2ccc(C)cc2N(CC(=O)N(Cc2ccc(C)o2)C2CC(C)(C)NC(C)(C)C2)C1=O (stereo not drawn)	0.0%	37.0	-7.1%	1.4	-0.5%	3.7%	-1.5	-11.7	-0.9
O=C(O)c1ccc(Nc2nc3ccccc3nc2NS(=O)(=O)c2ccc(F)cc2)cc1	-9.2%	-0.1	?	2.0	-2.2%	-27.1%	-5.7	14.9	-0.1
CCN(CC)c1ccc(/C=N/Nc2nn[nH]n2)cc1	1.2%	10.5	-11.1%	1.9	-1.0%	-0.4%	-0.6	1.4	3.5
CC(C)(C)OC(=O)CN1C(=O)NC2(CCCc3ccccc32)C1=O (stereo not drawn)	3.1%	5.7	3.0%	1.6	-0.2%	0.1%	3.2	-3.7	0.4
COc1ccc(S(=O)(=O)N(C)C[C@H]2Oc3ccc(NC(=O)c4ccncc4)cc3C(=O)N([C@H](C)CO)C[C@@H]2C)cc1	-0.7%	/	-1.7%	/	/	-4.6%	3.1	/	/
COc1ccc(CN(CCC(c2ccccc2)c2ccc(OC(C)C)cc2)C(=O)CCl)cc1OC (stereo not drawn)	-11.7%	-4.5	-14.2%	7.3	0.6%	8.0%	-1.1	-6.5	-13.1
Cc1cnc(C(=O)NCCc2ccc(Cl)cc2)cn1	-1.0%	-10.2	5.4%	8.2	-2.2%	-3.0%	-6.7	-5.7	0.6
Cc1ccc(S(=O)(=O)c2nc(Cc3ccccc3)oc2N2CCOCC2)cc1	5.6%	-4.4	-1.2%	0.9	0.7%	1.1%	-0.6	-2.6	2.4
Oc1ccc(CCNc2ncnc3ccc(Cl)cc23)cc1	-2.9%	-40.2*	0.3%	6.9	4.0%	1.4%	1.3	-0.6	-8.6
Cc1ccc(Nc2nc(CSc3nnnn3C)cs2)cc1	0.5%	-12.6	4.4%	4.8	0.3%	1.4%	-7.1	2.5	-2.7
COc1ccc(Cl)cc1C(=O)Nc1nnn(C)n1	4.3%	-11.0	-0.2%	0.8	2.1%	-5.9%	-3.5	-8.9	-6.6
Cc1cc(C)cc(-n2c(N)c(C(=O)Nc3c(C)n(C)n(-c4ccccc4)c3=O)c3nc4ccccc4nc32)c1	?	5.3	-2.1%	-0.2	0.5%	?	-2.7	19.8	-5.0
COc1ccccc1Nc1nc2c(S(=O)(=O)c3ccc(C(C)C)cc3)nnn2c2ccsc12	5.7%	3.8	7.5%	4.0	?	-0.9%	3.5	1.1	-5.1
O=C(Nc1nccs1)c1ccc(S(=O)(=O)N2CCCCC2)cc1	-0.5%	-19.5	4.3%	2.6	-1.0%	3.6%	1.3	5.4	-9.4
O=C(C1CCCO1)N1CCN(C(=O)C23CC4CC(CC(C4)C2)C3)CC1 (stereo not drawn)	-1.8%	/	-2.7%	/	/	0.2%	-5.0	/	/
CCOC(=O)c1cccc(NC(=O)c2oc3c(c2C)-c2[nH]ncc2CC3)c1	-8.2%	-0.9	-0.8%	2.5	-1.0%	0.8%	38.6	-18.7	-1.1
CCN1CCC(N(Cc2ccc3c(c2)OCO3)C(=O)Nc2cccc(C)c2C)CC1	0.6%	0.6	-0.1%	3.9	3.0%	3.4%	0.4	-7.1	5.5
COc1ccc(NC(=O)C2CCN(C(=O)c3sc4nc[nH]c(=O)c4c3C)CC2)cc1Cl	-2.3%	9.4	-1.1%	0.2	6.5%	7.1%	3.0	10.3	-3.1
CCOc1ccc(N(CC)C(=O)C2CCN(S(=O)(=O)c3cccc4nonc34)CC2)cc1	4.6%	-22.0	-2.2%	0.3	-2.0%	-0.8%	9.2	-0.3	2.8
CC(C)NC(=O)N(C)C[C@H]1Oc2ccc(NC(=O)Nc3ccccc3)cc2C(=O)N([C@H](C)CO)C[C@@H]1C	0.1%	/	-1.7%	/	/	0.1%	-1.3	/	/
CCOc1ccc(N2CC(C(=O)Nc3cccc(S(=O)(=O)N4CCOCC4)c3)CC2=O)cc1 (stereo not drawn)	0.5%	/	0.7%	/	/	-2.7%	-4.4	/	/
Cc1ccc(NC2=C(Cl)C(=O)OC2OC(=O)c2ccc(C)cc2)cc1 (stereo not drawn)	0.3%	-24.8	-8.1%	4.4	-0.2%	2.2%	-0.7	/	-7.3
COc1cccc(C2NC(CCSC)(C(=O)O)C3C(=O)N(C(C)C)C(=O)C23)c1O (stereo not drawn)	1.5%	20.4	-1.8%	6.4	0.9%	7.3%	4.5	-2.5	/
Cn1cnnc1SCC(=O)Nc1ccc(F)cc1	0.8%	1.5	-4.9%	2.0	0.5%	4.1%	0.2	1.8	-0.5
O=C(CN1C(=O)c2ccccc2C1=O)Nc1cccc([N+](=O)[O-])c1	3.2%	6.8	-5.0%	3.4	3.1%	6.0%	-18.7	-2.8	0.9
COc1ccccc1NC(=O)Nc1ccnn1C1CCN(C(=O)c2ccccn2)CC1	-0.7%	-1.0	-0.8%	1.9	1.1%	1.5%	-1.6	13.2	-3.4
O=C(Nc1ccc(Cl)cc1)Nc1cc([N+](=O)[O-])ccc1F	-1.2%	-37.4*	0.1%	12.4	-0.6%	0.0%	-7.1	4.0	-4.2
CC1CCc2c(sc3nc(-c4cc5ccccc5oc4=O)nc(Cl)c23)C1 (stereo not drawn)	-1.8%	-2.5	-1.1%	28.7	0.4%	-6.5%	-8.0	3.5	0.2
C=CCn1c(SCC(=O)NC)nc2sc3c(c2c1=O)CCC3	0.5%	-3.6	-3.3%	0.1	1.0%	-0.4%	-4.2	-6.1	-3.5
c1ccc(CN2CCN(c3nc(NCc4ccco4)c4ccccc4n3)CC2)cc1	-1.4%	/	-5.5%	9.0	-2.5%	-11.1%	3.9	18.4	-3.8
CCOc1ncccc1C(=O)N=c1sccn1C	0.2%	35.1	-0.5%	-2.2	-1.5%	-38.2%	-5.1	1.2	1.8
O=C(Oc1ccc(N(Cc2cccs2)C2=NS(=O)(=O)c3ccccc32)cc1)c1ccccc1	-1.6%	-0.7	-3.6%	1.4	-1.8%	-0.4%	-7.0	-6.5	7.4
Cc1cccc(-n2ncc(C(=O)NCc3ccccn3)c2C2CCN(C(=O)OC(C)(C)C)CC2)c1	-0.8%	3.8	0.6%	1.5	/	-0.6%	-5.0	-4.0	-1.2
